Screening data (PubChem)
D1 ag – Allosteric Agonists of the Human D1 Dopamine Receptor: qHTS; HEK293 T-REx D1 cells, calcium flux, agonist mode; hit rate 1% among 360,000; AID 504660, 2011; activation, % at 2 µM; D(1A) dopamine receptor (Homo sapiens), P21728; further: 0% is about no effect
Target sequence (P21728 whole entry, looked up): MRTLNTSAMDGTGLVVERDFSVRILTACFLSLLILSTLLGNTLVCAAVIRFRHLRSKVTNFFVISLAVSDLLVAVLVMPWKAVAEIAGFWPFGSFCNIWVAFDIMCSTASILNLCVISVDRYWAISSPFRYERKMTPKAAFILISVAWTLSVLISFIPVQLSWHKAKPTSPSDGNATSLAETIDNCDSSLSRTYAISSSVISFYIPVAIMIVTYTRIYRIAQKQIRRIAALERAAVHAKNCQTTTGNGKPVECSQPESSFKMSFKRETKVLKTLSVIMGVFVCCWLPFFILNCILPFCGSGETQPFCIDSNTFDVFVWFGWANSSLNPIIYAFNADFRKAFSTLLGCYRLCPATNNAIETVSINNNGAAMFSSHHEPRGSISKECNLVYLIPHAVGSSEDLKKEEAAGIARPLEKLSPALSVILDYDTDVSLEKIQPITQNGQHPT
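Inducible HEK293 T-REx D1 cells, force-coupled to calcium signalling, were plated at 4000 cells/well with tetracycline and held overnight at 30 C. After no-wash calcium dye loading, compound-evoked calcium rise over 180 s flagged agonists.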
D1 PAM – Potentiators of Human D1 Dopamine Receptor: qHTS. hit rate 0.036% among 360,000. potentiation, % at 10 µM. HEK293 TREx D1 cells, calcium flux, dopamine EC20 potentiation. D(1A) dopamine receptor (Homo sapiens), P21728; in the data active means potentiation above about 30%; further: 0% is about no effect
D2 PAM – HTS Assay for Positive Allosteric Modulators of the Human D2 Dopamine Receptor: Primary Screen for Potentiators; D(2) dopamine receptor (Homo sapiens), P14416; HEK293 T-REx D2, calcium flux, EC20 dopamine potentiation; potentiation, % at 10 µM; hit rate 0.34% among 340,000; AID 485347, 2010;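 active means potentiation over 3 SD above the plate norm, cut at about 30% in these data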; further: 0% is about no effect
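Potentiation of an EC20 dopamine calcium response is measured in a force-coupled, tetracycline-inducible Hek293 Trex D2 line. Compound-only kinetic reads over 180 s flag agonists before dopamine addition.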
D2 antag – HTS Assay for Allosteric Antagonists of the Human D2 Dopamine Receptor: Primary Screen for Antagonists; hit rate 2% among 340,000; HEK293 TREx D2 cells, calcium flux, dopamine EC80; D(2) dopamine receptor (Homo sapiens), P14416; inhibition, % at 10 µM; in the data active means inhibition above about 30%; further: 0% is about no effect
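Read-out: kinetic calcium fluorescence (1 cycle/s) in inducible HEK293 T-REx D2 cells after an EC80 dopamine addition that followed 180 s compound preincubation. Loss of the dopamine response indicates antagonism.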
TRHR agonist – qHTS for Small Molecule Agonists and Allosteric Enhancers of Human TRH Receptor: Primary Screen for Agonists; Thyrotropin-releasing hormone receptor (Homo sapiens), P34981; TRHR cells, calcium flux fluo-8, FDSS agonist mode; activation, % at 2 µM; hit rate 0.18% among 360,000; AID 493084, 2011; further: 0% is about no effect
Target sequence (P34981 whole entry, looked up): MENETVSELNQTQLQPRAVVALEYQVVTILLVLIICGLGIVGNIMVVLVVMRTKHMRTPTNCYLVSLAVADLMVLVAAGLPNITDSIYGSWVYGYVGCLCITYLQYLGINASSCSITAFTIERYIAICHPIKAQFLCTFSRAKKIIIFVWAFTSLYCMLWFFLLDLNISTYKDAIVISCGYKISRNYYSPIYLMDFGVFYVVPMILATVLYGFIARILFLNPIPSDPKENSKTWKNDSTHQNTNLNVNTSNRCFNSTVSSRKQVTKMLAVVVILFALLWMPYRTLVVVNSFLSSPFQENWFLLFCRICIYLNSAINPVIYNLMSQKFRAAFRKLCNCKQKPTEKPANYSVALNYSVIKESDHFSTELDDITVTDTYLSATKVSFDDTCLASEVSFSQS
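Read-out: compound-evoked intracellular calcium rise in TRHR cells, fluo-8 dye, kinetic FDSS fluorescence at 1 s/cycle following a 10-cycle baseline. Cells cultured overnight before dye loading (30 min–1.5 h, RT).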
D1 antagonist – Antagonist of Human D 1 Dopamine Receptor: qHTS. D(1A) dopamine receptor (Homo sapiens), P21728. hit rate 3.2% among 360,000. activity change, negative = inhibition, % at 10 µM. HEK293 TREx D1 cells, calcium flux, dopamine EC80; stronger effect = lower value; in the data active means activity change below about -30%; further: on the % scale 0 is the no-effect control and ±100 the full control effect
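Antagonism measured as reduced calcium response to an EC80 dopamine addition following 180 s compound pre-read; cells were inducible HEK293 Trex D1 plated overnight at 30 C, read kinetically at 1 cycle/sec.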
D2 agonist – HTS Assay for Allosteric Agonists of the Human D2 Dopamine Receptor: Primary Screen for Agonists. AID 485358, 2010. activation, % at 2 µM. hit rate 0.53% among 340,000. D(2) dopamine receptor (Homo sapiens), P14416. HEK293 T-REx D2 cells, calcium flux agonist mode;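 active means activation over 3 SD above normal in the single-dose calcium agonist read, cut at about 30% in these data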; further: 0% is about no effect
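In this primary screen, compounds producing a positive calcium signal within 180 s of addition to tetracycline-induced, force-coupled HEK293 Trex D2 cells are flagged; cells are dye-loaded with a no-wash calcium kit beforehand.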
RXFP1 antag – qHTS Assay for Antagonists of the Relaxin Receptor RXFP1 | Relaxin receptor 1 (Homo sapiens), Q9HBX9 | AID 1259400, 2018 | HEK293-RXFP1, relaxin-stimulated cAMP HTRF, 30 min; stronger effect = lower value | hit rate 0.59% among 350,000 | activity change, negative = inhibition, % at 57.5 µM;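 active means activity change of -60% or lower, but not beyond a set lower limit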; further: on the % scale 0 is the no-effect control and ±100 the full control effect
TRHR enhancer – qHTS for Small Molecule Agonists and Allosteric Enhancers of Human TRH Receptor: Primary Screen for Enhancers; Thyrotropin-releasing hormone receptor (Homo sapiens), P34981; TRHR cells, fluo-8 calcium fluorescence, EC20 TRH enhancement; enhancement, % at 2 µM; hit rate 0.66% among 360,000; AID 493056, 2011; in the data active means enhancement above about 30%; further: 0% is about no effect
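TRHR-expressing cells loaded with fluo-8 calcium dye were read kinetically (ex 480/em 530) during compound addition, then stimulated with an EC20 of TRH (10 nM final). Enhancement of the Gq-mediated intracellular calcium response was scored.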
The depositor's hits bear a star; . = not tested or not shown. Unless noted, no stated cut-off is given here; in the data, active means activation above about 30%; inactive means the rest.

SMILES	D1 ag	D1 PAM	D2 PAM	D2 antag	TRHR agonist	D1 antagonist	D2 agonist	RXFP1 antag	TRHR enhancer
Cc1noc(C)c1COC(=O)c1cccnc1Cl	4	-3	-8	17	0.1	-34*	0.8	-1	-3
COc1cc(C(=O)OCC(=O)N(C)C)cc(NC(=O)c2ccco2)c1OC	3	-8	10	-3	-0.4	14	0.3	-2	11
CC(=O)Nc1nnc(S(=O)(=O)N2CCN(c3ccc([N+](=O)[O-])cc3Cl)CC2)s1	8	-4	-4	-1	0.2	-11	0.4	-20	-2
COC(=O)c1ccsc1NC(=O)CSc1nnnn1-c1ccccc1SC	8	-2	37*	-1	0.1	15	0.4	4	-7
COc1ccc2c(CC(=O)Nc3cccc(S(=O)(=O)N4CCOCC4)c3)coc2c1	1	-11	1	17	0.0	-87*	0.1	9	-20
Cc1cc(=O)oc(C)c1C(=O)N1CCN(C)CC1	0	1	2	7	0.4	8	0.4	-1	7
CC1(C)CC(=O)CC(=O)/C1=N\Nc1c(Cl)cc(Cl)cc1Cl	-1	0	3	13	-0.8	-1	-1.8	-3	-4
CCOC(=O)C1CCCN(C(=O)C2CCC(CNS(=O)(=O)c3ccc(NC(C)=O)cc3)CC2)C1 (stereo not drawn)	2	-4	2	6	0.1	9	1.2	-6	-4
CCOC(=O)CN(C)Cc1cn[nH]c1-c1ccc2cc(OC)ccc2c1	6	-9	17	-17	0.3	-25	-0.2	-14	14
COc1ccccc1NS(=O)(=O)c1ccc(NC(=O)Cc2cccs2)cc1	5	-8	2	-6	-0.7	-6	3.9	10	2
COc1ccc(C2C(C(=O)N3CCOCC3)=C(C)NC3=C2C(=O)CC(C)(C)C3)cc1O (stereo not drawn)	4	-9	1	3	1.0	3	-0.2	4	2
Cc1c(N2C(=O)CSC2c2ccco2)c(=O)n(-c2ccccc2)n1C (stereo not drawn)	2	-10	3	-5	-0.6	-5	0.1	1	26
Cc1ccc2c(c1)N(CC(=O)NC(C)CCc1ccccc1)C(=O)c1cccnc1O2 (stereo not drawn)	6	-9	3	-1	-0.8	2	-0.1	-25	-5
O=C(CN1CCCCC1)Nc1ccc(F)c(Cl)c1	9	-5	-10	7	1.3	3	-1.5	-9	-7
O=C(COc1ccccc1Cl)NCc1ccncc1	6	-2	-1	9	-1.0	3	0.2	-16	-3
O=C(NCc1ccco1)c1ccc(=O)oc1	0	0	13	-14	0.6	4	0.5	-8	15
NCCCNC(=O)Cn1c(=O)c2c3c(sc2n(Cc2ccccc2)c1=O)CCCC3	3	5	2	11	-0.1	-5	0.3	-8	-8
CCOC(=O)C1=C(N)n2c(s/c(=C/c3ccco3)c2=O)=C(C(=O)OC)C1c1ccco1 (stereo not drawn)	50*	2	11	2	2.9	-1	2.5	-10	-4
CCOC(=O)C1CCCN(c2c(NCCN(C)Cc3ccccc3)c(=O)c2=O)C1 (stereo not drawn)	3	6	-10	-9	-0.3	9	-0.7	.	0
COc1ccc(-c2noc(CNC(=O)c3ccc4c(c3)OCO4)n2)cc1	4	-6	8	-7	-1.2	-7	-0.4	-15	-2

Compound profiles, as listed above. Order of screens: D1 ag, D1 PAM, D2 PAM, D2 antag, TRHR agonist, D1 antagonist, D2 agonist, RXFP1 antag, TRHR enhancer
CCOC(=O)C1=C(N)n2c(s/c(=C/c3ccco3)c2=O)=C(C(=O)OC)C1c1ccco1 (stereo not drawn) across the screens: 50*, 2, 11, 2, 2.9, -1, 2.5, -10, -4
CCOC(=O)C1CCCN(C(=O)C2CCC(CNS(=O)(=O)c3ccc(NC(C)=O)cc3)CC2)C1 (stereo not drawn) across the screens: 2, -4, 2, 6, 0.1, 9, 1.2, -6, -4
COC(=O)c1ccsc1NC(=O)CSc1nnnn1-c1ccccc1SC across the screens: 8, -2, 37*, -1, 0.1, 15, 0.4, 4, -7
COc1cc(C(=O)OCC(=O)N(C)C)cc(NC(=O)c2ccco2)c1OC across the screens: 3, -8, 10, -3, -0.4, 14, 0.3, -2, 11
COc1ccc2c(CC(=O)Nc3cccc(S(=O)(=O)N4CCOCC4)c3)coc2c1 across the screens: 1, -11, 1, 17, 0.0, -87*, 0.1, 9, -20

Other compounds follow:
SMILES	D1 ag	D1 PAM	D2 PAM	D2 antag	TRHR agonist	D1 antagonist	D2 agonist	RXFP1 antag	TRHR enhancer
COc1ccc2nc(NC(=O)c3cccc(OCc4c(C)noc4C)c3)sc2c1	4	-2	0	2	1.2	-8	0.4	-5	6
Cc1cc(C(=O)NCC(c2ccco2)N(C)C)no1 (stereo not drawn)	8	-7	10	-5	-0.2	-11	-0.5	0	-3
COC(=O)c1ccc2c(=O)[nH]c(CCl)nc2c1	1	-3	5	-3	-1.1	-2	4.0	-9	0
O=C(NNC(=S)NC(=O)c1cccnc1)c1ccc(F)cc1	1	-1	4	7	-1.1	-1	-2.7	-13	0
CCCCC1OC23CCCCC2C(C#N)(C#N)C1(C#N)C(=N)O3 (stereo not drawn)	9	0	14	-3	-1.7	6	-1.5	0	1
CCN1/C(=C/C=C/c2oc3ccc(-c4ccccc4)cc3[n+]2CC)Oc2ccc(-c3ccccc3)cc21	547*	-8	-26	76*	317*	-84*	149*	-13	-24
CCCCN(C(=O)c1ccc(S(=O)(=O)N(C)C)cc1)c1ccccc1	2	-1	.	.	-0.4	-1	.	-2	-8
CCCCOc1ccc(C(=O)N(Cc2ccco2)C2CCS(=O)(=O)C2)cc1 (stereo not drawn)	8	-9	1	2	-0.2	2	0.3	7	-1
CCC(CC)NC(=O)Nc1ccc(F)c(Cl)c1	30	-6	11	-25	-1.5	-46*	-1.5	-5	2
CCc1ccc(-n2nc3ccc(NC(=O)COc4ccc(OC)cc4)cc3n2)cc1	5	1	-7	.	-0.4	4	1.6	9	-3
COCCCn1c(=O)c2ccccc2n(CC(=O)N2CCCc3ccccc32)c1=O	-1	-3	-5	29	-0.6	-9	0.5	12	5
O=C(Cn1[nH]c(=O)c2ccccc2c1=O)OCC(=O)N(Cc1ccccc1)Cc1ccccc1	3	-4	11	-4	-0.6	4	0.5	7	-3
O=C(Nc1cccc(Cl)c1)Nc1nnc(CSCCOc2ccc(Cl)cc2)s1	7	-9	-4	13	0.8	-17	5.5	-19	-1
Cc1cccn2c(=O)c3cc(C(=O)NCCc4ccccc4)c(=N)n(Cc4ccco4)c3nc12	-3	-2	-8	-1	-0.6	-10	-0.4	-31	0
COc1cc(OC)cc(-c2nnc(SCC(=O)N3CCC(C)CC3)o2)c1	-2	0	3	.	-1.2	16	-2.2	2	-4
COCCn1c(SCC(=O)N2CCc3ccccc32)nc2c(c1=O)SC(C)C2 (stereo not drawn)	2	-8	4	1	-0.4	-25	-0.6	11	-3
CN(C)S(=O)(=O)c1ccc(NC(=O)c2cccnc2)cc1	2	-3	-8	0	0.8	1	0.3	-7	16
CCn1cc(NC(=O)CCl)c(C)n1	4	0	-4	-3	0.9	20	-1.0	.	2
CCOc1ccc2oc(=O)cc(CN3CCN(c4cc(C)ccc4C)CC3)c2c1	0	0	.	.	-0.1	-5	0.4	-5	2
COCCOC(=O)C1=C(C)NC(=O)NC1c1cn(-c2ccccc2)nc1-c1cccs1 (stereo not drawn)	1	-5	-4	15	-0.4	-6	0.2	-11	1

2 compounds picked at random from the list so far, as already listed:
SMILES	D1 ag	D1 PAM	D2 PAM	D2 antag	TRHR agonist	D1 antagonist	D2 agonist	RXFP1 antag	TRHR enhancer
COCCn1c(SCC(=O)N2CCc3ccccc32)nc2c(c1=O)SC(C)C2 (stereo not drawn)	2	-8	4	1	-0.4	-25	-0.6	11	-3
CCCCN(C(=O)c1ccc(S(=O)(=O)N(C)C)cc1)c1ccccc1	2	-1	.	.	-0.4	-1	.	-2	-8

The list goes on:
SMILES	D1 ag	D1 PAM	D2 PAM	D2 antag	TRHR agonist	D1 antagonist	D2 agonist	RXFP1 antag	TRHR enhancer
O=C1[C@@H]2C3C=CC(O3)[C@@H]2C(=O)N1c1ccccc1	2	0	2	5	-0.1	3	1.3	.	2
Cc1ccc2nc(Cl)c3cc(C(=O)NC4CCCCCC4)sc3c2c1	6	-2	-6	.	-1.6	-12	-0.9	-18	0
O=C(OCC(=O)N1CCCc2ccccc21)c1cccc(S(=O)(=O)N2CCc3ccccc32)c1	5	0	-2	9	0.7	-13	-0.3	13	-5
COc1ccc(CNC(=O)CCc2nnc3ccc(NCCCN4CCCC4=O)nn23)cc1	5	-4	-3	2	0.1	-5	0.4	5	-1
Cc1ccc(NC(=O)Cn2c(=O)n(-c3ccc(C)cc3)c(=O)c3c2cnn3C)cc1	0	1	19	.	-0.3	3	.	.	5
O=C(N[C@@H](Cc1c[nH]c2ccccc12)C(=O)O)c1ccc(Cl)cc1	3	1	6	-10	0.7	-29	2.9	16	4
N#Cc1c2ccc(OCC(N)=O)cc2n2ccccc12	14	3	-22	9	14	-2	1.9	5	3
CC1=CC(=C(C#N)c2nc3ccccc3s2)C=C(C)N1c1ccc(F)cc1	5	-4	-6	-3	8.9	7	1.7	-7	-8
Fc1ccc(-c2ccnc3nc(N4CCN(c5ccccc5)CC4)nn23)cc1	1	-2	.	.	0.4	15	.	-15	-3
C=CCNC(=S)N1CCC(C(=O)c2ccc(OC)cc2)CC1	1	-3	3	11	-0.6	-1	0.4	9	1
Cc1cc(C)nc(NC(=O)Nc2ccc(F)cc2F)n1	1	-1	0	-4	0.4	-19	3.6	8	6
Oc1ccc(N=Nc2ccc3c(c2)OCO3)c2ccccc12	29	-6	-5	4	-0.8	19	-0.8	.	-11
Cc1cc2c(c(N3CCOCC3)n1)C(=O)OC2	1	3	3	1	0.8	-1	0.2	4	3
O=C1NC(=O)C2C1C(c1ccc([N+](=O)[O-])cc1)=NN2Cc1ccccc1 (stereo not drawn)	45*	-4	-6	22	34*	-4	13	6	2
COc1cc(OC)c(NC(=O)C2CCN(S(=O)(=O)c3c(C)noc3/C=C/c3c(C)cc(C)cc3C)CC2)cc1Cl	2	1	-5	.	0.7	6	0.4	-1	5
Fc1cccc(Cl)c1CNn1cn[nH]c1=S	1	-2	7	8	0.2	1	-0.2	-6	-3
COc1ccc(C(=O)N/C(=C\c2ccc3c(c2)OCO3)C(=O)Nc2cccc(C(=O)O)c2)cc1	3	2	.	.	-0.4	11	.	6	-1
O=C(NCC(=O)N1CCN(S(=O)(=O)c2ccccc2)CC1)c1ccc2ccccc2c1	3	-9	-2	-15	-0.1	-19	-1.5	4	-5
COc1ccccc1NC(=O)C(C)OC(=O)/C=C/c1ccc2ccccc2n1 (stereo not drawn)	0	-2	3	2	1.2	-12	0.3	-23	10
COc1cccc(C2=CC(=O)C[C@H](c3ccc(F)cc3)C2)c1	4	-1	12	3	-0.7	.	-1.4	.	5

Rows are unselected; any-hit rate near 7.3%.
